GRK2 aptamer HTS: blocks RNA aptamer binding to human GRK2; inhibition of aptamer binding, % at 10 µM; P25098; 330,000 compounds, 0.59% hits; bead flow cytometry, FAM-aptamer displacement from GRK2;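 active means inhibition of aptamer binding above 40%, roughly 3 SD of noise, on plates passing a quality check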;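 further: median bead fluorescence of bound FAM aptamer so fluorescent compounds give negative values; no value below 0 was filed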
RPL19A TOR yeast: alters RPL19A-GFP fluorescence in TOR pathway yeast screen; S. cerevisiae RPL19A-GFP strain, flow cytometry, 3 h; hits give low values; percent response vs DMSO, % at 10 µM; 330,000 compounds, 0.3% hits;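 active means percent response vs DMSO below 50%; inconclusive means fewer than 70 events counted for the yeast strain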;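 further: median channel GFP fluorescence of the barcoded RPL19A-GFP strain; ratio of sample median GFP to plate DMSO average so 100% = DMSO; lower means less RPL19A-GFP as with rapamycin TOR inhibition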
CIT2-GFP yeast: yeast TOR pathway CIT2-GFP modulation; S. cerevisiae CIT2-GFP strain, flow cytometry, 3 h; 100 means same as DMSO wells; GFP response vs DMSO, % at 10 µM; 320,000 compounds, 0.065% hits; AID 2029;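 active means GFP response relative to DMSO above a set limit, near the screen mean plus 3 SD, cut at about 150% in these data; inconclusive means Fewer than 70 cells measured for a yeast strain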;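 further: ratio of well median GFP fluorescence to mean of DMSO wells on the plate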
AGP1-GFP MLPCN: modulators of TOR pathway AGP1-GFP in S. cerevisiae; S. cerevisiae AGP1-GFP multiplex flow cytometry, 3 h; GFP as percent of DMSO wells; GFP response vs DMSO, % at 10 µM; 320,000 compounds, 0.02% hits; AID 2066;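 active means GFP response relative to DMSO above a set limit, near screen average plus 3 SD, cut at about 150% in these data; inconclusive means fewer than 70 cells counted for the yeast strain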;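 further: median GFP channel fluorescence of the gated AGP1 strain per well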
MEP2 TOR yeast: yeast TOR pathway MEP2-GFP modulation | GFP response vs DMSO, % at 10 µM | 330,000 compounds, 0.51% hits | S. cerevisiae MEP2-GFP strain, flow cytometry GFP, 3 h; 100% = DMSO control level;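 active means GFP response versus DMSO above a set limit, roughly screen mean plus 3 SD, cut at about 180% in these data; inconclusive means fewer than 70 cells counted for a yeast strain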;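 further: median GFP fluorescence of the barcode-gated MEP2-GFP cells per well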
LAP4 TOR yeast: alters LAP4-GFP fluorescence in TOR pathway yeast screen. S. cerevisiae LAP4-GFP multiplex, flow cytometry GFP, 3 h; median GFP as percent of DMSO wells. GFP response vs DMSO, % at 10 µM. 320,000 compounds, 0.34% hits. AID 2023;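 active means GFP response vs DMSO above a set limit, about the screen mean plus 3 SD, cut at about 150% in these data; inconclusive means under 70 cell events counted for the yeast strain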
VLA-4 inh: inhibition in a human VLA-4 binding assay; VLA-4 expressing cells, ligand binding flow cytometry; AID 2557; P13612; inhibition, % (about 7 µM as worked out from the volumes in the protocol); 330,000 compounds, 0.2% hits; in the data active means inhibition above about 50%
JMJD2C inh: human JMJD2C demethylase inhibition; Q9H3R0; GST-JMJD2C(1-420) H3K9me3 demethylation, DELFIA europium; inhibition, % at 2.35 µM; 330,000 compounds, 0.069% hits;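 active means more than half of a compound's replicate wells show inhibition beyond 50%, single wells judged on their own value; inconclusive means some, but no more than half, of replicates pass 50% inhibition; inactive means no replicate passes 50% inhibition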;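 further: signal counts dimethyl H3K9 product captured on neutravidin plate; 0% = median of DMSO wells and 100% = 0.3 times that DMSO median; strong numbers were not always called active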
Target sequence (Q9H3R0 1-420 limits assumed): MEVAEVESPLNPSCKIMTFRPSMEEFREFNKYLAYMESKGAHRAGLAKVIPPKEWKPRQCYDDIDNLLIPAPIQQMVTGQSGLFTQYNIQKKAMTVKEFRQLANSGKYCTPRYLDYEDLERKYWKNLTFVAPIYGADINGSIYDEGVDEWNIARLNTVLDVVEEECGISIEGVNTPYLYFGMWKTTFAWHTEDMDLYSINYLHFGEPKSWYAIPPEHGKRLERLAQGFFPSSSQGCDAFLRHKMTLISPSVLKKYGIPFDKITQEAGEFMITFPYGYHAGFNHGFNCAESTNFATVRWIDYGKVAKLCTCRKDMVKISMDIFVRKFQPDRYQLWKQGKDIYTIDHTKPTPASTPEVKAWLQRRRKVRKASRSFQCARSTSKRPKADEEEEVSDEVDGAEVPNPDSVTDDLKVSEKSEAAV
* hit, by the source's call; ? = inconclusive; . = no result given; [ ] = dose if it differs, or a comment.

1	CCc1nn(C(CC)C(=O)NCc2cccs2)c(=O)c2cc3occc3n12 (stereo unspecified)
2	Cc1ccnc(NC(=O)CCC(=O)N(CC(=O)NCc2ccccc2)c2ccc3c(c2)OCO3)c1
3	Cc1ccc(-n2nc3c(=O)n(CC(=O)c4ccc(F)cc4)nc(C)c3c2C)cc1
4	CC(C)n1c(O)c(N=NC(=O)CNC(=O)Cc2ccc(Cl)cc2)c2ccccc21
5	Nn1c(SCC(=O)NCCC2=CCCCC2)nnc1C(F)(F)F
6	Cc1ccn2cc(-c3cnoc3C)nc2c1
7	COc1ccc(-c2noc(CCC(=O)NCC3CCN(Cc4cccc(C)c4)CC3)n2)cc1
8	CCOc1ccc(Br)cc1S(=O)(=O)Nc1cccc(S(=O)(=O)N(CC)CC)c1
entry no.,1,2,3,4,5,6,7,8
GRK2 aptamer HTS,1,2,0,0,1,0,0,0
RPL19A TOR yeast,101,102,97,101,89,95,.,104
CIT2-GFP yeast,99,98,104,103,97,91,97,115
AGP1-GFP MLPCN,101,.,98,101,97,91,100,95
MEP2 TOR yeast,100,105,102,101,94,99,104,83
LAP4 TOR yeast,110,114,100,95,89,83,90,87
VLA-4 inh,26,-6,17,-11,-7,14,25,8
JMJD2C inh,5,8,-2,1,8,-21,-7,-22

The list goes on, starting with the last 2 of the part before.
7	COc1ccc(-c2noc(CCC(=O)NCC3CCN(Cc4cccc(C)c4)CC3)n2)cc1
8	CCOc1ccc(Br)cc1S(=O)(=O)Nc1cccc(S(=O)(=O)N(CC)CC)c1
9	CCN(CC)c1ccc(-n2c(O)c(C=C3N=c4ccccc4=N3)sc2=S)cc1
10	CCN(c1ccccc1)S(=O)(=O)c1ccc2c(c1)N(C(C)=O)CCO2
11	CCN(CC(=O)Nc1ccc(OC)cc1)CC(=O)Nc1ccc(Cl)cc1F
12	Cc1cccc(NC(=O)c2sc3nc4c(c(-c5cccs5)c3c2N)CN(C)CC4)c1
13	Nc1ccc2nc3c(=O)n(C4CCCCC4)c(=O)[nH]c3nc2c1
14	CCN1C(=O)[C@H]2[C@@H](c3ccc(-c4ccccc4)c(OC)c3)N[C@@](Cc3ccccc3)(C(=O)OC)[C@H]2C1=O
15	O=C(COc1ccc(C(=S)N2CCOCC2)cc1)N1CCCC1
16	CN(CCO)c1cc(N(C)CCO)c([N+](=O)[O-])cc1[N+](=O)[O-]
entry no.,7,8,9,10,11,12,13,14,15,16
GRK2 aptamer HTS,0,0,5,0,3,0,1,0,0,0
RPL19A TOR yeast,.,104,111,104,99,101,101,97,94,94
CIT2-GFP yeast,97,115,116,104,90,97,97,94,93,114
AGP1-GFP MLPCN,100,95,115,102,99,98,100,85,101,111
MEP2 TOR yeast,104,83,113,104,102,108,107,99,94,110
LAP4 TOR yeast,90,87,100,94,105,106,106,121,107,110
VLA-4 inh,25,8,14,-7,1,-20,3,18,14,17
JMJD2C inh,-7,-22,10,2,6,-1,19,?,1,-9

17	CCN(CC)C(=O)Cn1cc(S(=O)(=O)CC(=O)NCCc2ccccc2)c2ccccc21
18	Cc1cccc(C(=O)OCC(=O)N(C)C(c2ccccc2)c2ccccc2)c1[N+](=O)[O-]
19	COc1cc(SC)ccc1C(=O)Nc1nc(C)cc(C)n1
20	COc1ccc(OC(=O)c2ccc(OC)c(S(=O)(=O)N3CCOCC3)c2)cc1
21	CN1/C(=C\C(=O)Nc2ccc(Cl)cc2)C(C)(C)c2ccccc21
22	CC(C)C(=O)NNS(=O)(=O)c1ccccc1[N+](=O)[O-]
23	CCN(CC)CCCNC(=S)N(Cc1cccnc1)Cc1cc2cc(C)cc(C)c2[nH]c1=O
24	Cc1c(Cl)cccc1NC(=O)NCc1ccc(F)cc1
entry no.,17,18,19,20,21,22,23,24
GRK2 aptamer HTS,1,2,0,0,0,1,24,0
RPL19A TOR yeast,103,99,102,106,117,100,101,96
CIT2-GFP yeast,102,96,101,104,104,96,89,94
AGP1-GFP MLPCN,99,105,92,91,102,100,95,97
MEP2 TOR yeast,107,104,104,99,117,101,97,95
LAP4 TOR yeast,92,104,80,72,109,106,96,91
VLA-4 inh,5,-9,5,27,2,3,-2,37
JMJD2C inh,5,.,-6,1,-4,1,-5,-1

25	CC12CC3(C)CC(C)(C1)CC(C(=O)NC(=S)N1CCOCC1)(C2)C3
26	O=C(Nc1ccccc1)N1CCC(C(=O)N2CCN(c3ccccc3F)CC2)CC1
27	CCN(C(=O)COC(=O)c1cc(C)oc1C)c1c(N)n(Cc2ccccc2)c(=O)[nH]c1=O
28	CN1C(=O)c2ccc(NC(=O)C3CC3)cc2C1=O
29	CCc1ccc(C(=O)NNC(=O)C2CSC3(C)CCC(=O)N23)cc1 (stereo unspecified)
30	CC1(C)C(=O)N(CCN2CCC(C(=O)c3ccc(F)cc3)CC2)c2ccccc21
31	CCN(c1ccc(NC(=O)COC(=O)/C=C/c2ccco2)cc1)C(C)C
32	CCn1c(CNc2ccc(Cl)cc2)nnc1SCC(=O)NCc1ccccc1
entry no.,25,26,27,28,29,30,31,32
GRK2 aptamer HTS,4,4,3,0,0,10,0,0
RPL19A TOR yeast,105,95,101,101,98,99,97,100
CIT2-GFP yeast,93,85,101,98,103,88,99,103
AGP1-GFP MLPCN,102,89,105,99,101,90,102,106
MEP2 TOR yeast,107,87,107,103,101,99,100,106
LAP4 TOR yeast,111,78,101,94,109,130,104,95
VLA-4 inh,13,14,14,-3,5,48,23,6
JMJD2C inh,-13,1,-6,19,46,.,-2,3

33	C[C@@H](NC(=O)c1nc[nH]c1C(=O)NC1CCN(C(=O)OC(C)(C)C)CC1)c1ccccc1
34	CCOc1cc2c(C#N)c(N3CCNCC3)nc(N)c2c(N)n1
35	O=C(c1cc(Cl)nc2ccccc12)N1CCN(S(=O)(=O)c2cccc(C(F)(F)F)c2)CC1
36	O=C(NCc1ccco1)C1CCCN(S(=O)(=O)c2ccc(Cl)cc2)C1 (stereo unspecified)
37	O=C(c1cccnc1)C1CCCN(Cc2nc(Cc3ccccc3F)no2)C1 (stereo unspecified)
38	CCCOc1ccc(-c2nc(N3CCN(CC)CC3)c3ccccc3n2)cc1
39	O=C(Cc1cccs1)NCc1cccc(CNC(=O)Cc2cccs2)c1
40	COCCCNC(=O)CN(C1CCCCC1)S(=O)(=O)c1ccc(C)cc1
entry no.,33,34,35,36,37,38,39,40
GRK2 aptamer HTS,0,1,5,0,1,0,0,1
RPL19A TOR yeast,97,101,99,112,103,86,101,98
CIT2-GFP yeast,105,100,98,112,100,99,96,101
AGP1-GFP MLPCN,103,104,108,112,98,74,98,102
MEP2 TOR yeast,97,106,104,104,96,106,98,99
LAP4 TOR yeast,99,105,111,113,119,89,101,105
VLA-4 inh,-2,-3,3,13,3,11,45,6
JMJD2C inh,6,13,5,-6,7,10,12,?

41	COc1cccc(C(=O)NCC(=O)N/N=C/c2cccnc2)c1
42	COc1ccc(N(CC(=O)N2CCN(c3cccc(C)c3)C(C)C2)S(=O)(=O)c2c(C)n[nH]c2C)cc1 (stereo unspecified)
43	O=C(Nc1ccccc1N(C(=O)c1ccco1)S(=O)(=O)c1cccs1)c1ccco1
44	CCn1c(=O)n(CC)c2cc(N3CCCC3)c(NC(=O)c3ccccc3OC)cc21
45	O=C(Nc1cccc(Cl)c1)N1CCOCC1
46	O=[N+]([O-])c1c(C(Cl)Cl)nn(-c2ccccc2)c1N1CCOCC1
47	O=C(/C=C/c1ccc(-c2ccccc2[N+](=O)[O-])o1)c1ccco1
48	Cc1cccc(N2CCN(c3ccc4cc(S(=O)(=O)N5CCCCC5)ccc4n3)CC2)c1C
entry no.,41,42,43,44,45,46,47,48
GRK2 aptamer HTS,0,0,0,3,0,1,6,2
RPL19A TOR yeast,98,93,95,107,105,106,97,27*[may fluoresce violet]
CIT2-GFP yeast,97,102,94,111,100,100,92,?
AGP1-GFP MLPCN,98,94,99,104,96,96,79,17[may fluoresce violet]
MEP2 TOR yeast,96,96,91,110,103,102,98,163[may fluoresce violet]
LAP4 TOR yeast,88,92,94,100,96,95,96,92[may fluoresce violet]
VLA-4 inh,15,13,-4,-15,3,8,2,3
JMJD2C inh,2,-9,-1,-14,5,-1,6,1

Six entries out of the list above, sorted by the number in LAP4 TOR yeast, descending:
44	CCn1c(=O)n(CC)c2cc(N3CCCC3)c(NC(=O)c3ccccc3OC)cc21
45	O=C(Nc1cccc(Cl)c1)N1CCOCC1
46	O=[N+]([O-])c1c(C(Cl)Cl)nn(-c2ccccc2)c1N1CCOCC1
43	O=C(Nc1ccccc1N(C(=O)c1ccco1)S(=O)(=O)c1cccs1)c1ccco1
42	COc1ccc(N(CC(=O)N2CCN(c3cccc(C)c3)C(C)C2)S(=O)(=O)c2c(C)n[nH]c2C)cc1 (stereo unspecified)
41	COc1cccc(C(=O)NCC(=O)N/N=C/c2cccnc2)c1
entry no.,44,45,46,43,42,41
GRK2 aptamer HTS,3,0,1,0,0,0
RPL19A TOR yeast,107,105,106,95,93,98
CIT2-GFP yeast,111,100,100,94,102,97
AGP1-GFP MLPCN,104,96,96,99,94,98
MEP2 TOR yeast,110,103,102,91,96,96
LAP4 TOR yeast,100,96,95,94,92,88
VLA-4 inh,-15,3,8,-4,13,15
JMJD2C inh,-14,5,-1,-1,-9,2

New compounds follow:
49	O=C(NCCCn1ccnc1)c1ccccc1NS(=O)(=O)c1ccc(F)c(F)c1
50	CC(=O)Nc1ccc(NS(=O)(=O)c2c(Cl)cccc2Cl)cc1
51	CCc1cc2c3c(c(=O)oc2cc1OCC(=O)OC)CCCC3
52	COc1ccc(C(=O)COC(=O)C(O)c2ccccc2)c(OC)c1 (stereo unspecified)
53	O=C(COc1ccccc1F)NCC(c1ccc(F)cc1)N1CCOCC1 (stereo unspecified)
54	O=C(/C=C/c1ccco1)NC(=S)Nc1ccc(O)c(-c2nc3ccccc3s2)c1
55	CCOC(=O)CC1CCCCN1Cc1cn[nH]c1-c1ccc(F)cc1F (stereo unspecified)
56	COc1ccc(-c2c(C)c3ccc(O)cc3oc2=O)cc1
entry no.,49,50,51,52,53,54,55,56
GRK2 aptamer HTS,0,0,1,0,1,7,0,0
RPL19A TOR yeast,102,100,104,90,100,108,101,100
CIT2-GFP yeast,109,105,91,91,96,104,102,98
AGP1-GFP MLPCN,110,95,100,95,99,101,107,106
MEP2 TOR yeast,105,95,102,89,96,109,98,102
LAP4 TOR yeast,96,96,115,98,97,110,102,114
VLA-4 inh,-5,7,1,-15,1,-10,-3,0
JMJD2C inh,1,2,-2,10,-3,-14,1,-4

Source: PubChem
